Tat transport: E. coli Tat transport inhibition | E. coli MC4100 TorA-mCherry Tat export, fluorescence | inhibition, % at 10 µM | hit rate 0.036% among 340,000 | AID 488895;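 active = mean replicate inhibition at least 50% and at least half of replicates individually reaching 50%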;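 also: exported cargo escapes ClpAP degradation while cytoplasmic cargo is degraded and loses fluorescence; 0% = median of neutral control wells and 100% = median of NaSCN control wells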
CAL PDZ inh: inhibitors of human CAL PDZ peptide binding; inhibition, % at 20 µM; purified CAL PDZ, TMR-peptide fluorescence polarization, 1 h; hit rate 0.02% among 330,000; Q9HD26; AID 504414;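 active = highest replicate inhibition of at least 40%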;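 also: plate controls were DMSO neutral control wells for no effect and unlabeled competitor peptide control wells for full effect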
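material = purified tagged CAL PDZ domain construct (CerCALP) | compound dosing = 20 µM, one dose | times = 1 h at RT | measured by = fluorescence polarization from S- and P-plane intensities, G-factor corrected | read-out = inhibition from polarization loss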
Ecoli viability: reduces bacterial viability in AddAB counter-screen | E. coli V3065 growth, OD600 absorbance, 18 h | inhibition, % at 11.9 µM | hit rate 0.27% among 330,000 | AID 449728;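 active = inhibition above the campaign's mean inhibition across all tested compounds plus 3 SD, cut at about 9.9% in these data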;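 also: uninfected addAB+ strain grown without phage in ampicillin broth; 0% = DMSO wells and 100% = ciprofloxacin 0.95 µg/ml wells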
PvdQ inh: blocks Pseudomonas aeruginosa PvdQ acylase activity. purified PvdQ acylase, fluorescence plate reader. hit rate 0.063% among 340,000. inhibition, % at 10 µM; in the data active = inhibition above about 30%, passing the limit was not always enough;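 also: 0% = vehicle neutral wells and 100% = reference inhibitor wells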
AddAB inh: less growth of phage-infected E. coli with AddAB. AID 435030. hit rate 0.29% among 330,000. E. coli expressing H. pylori AddAB, absorbance growth. inhibition, % at 11.9 µM; in the data active = inhibition above about 12%;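 also: 0% = vehicle wells of infected cells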
Rtt109 HAT inh: C. albicans Rtt109 histone acetyltransferase inhibition | Q5AAJ8 | inhibition, % at 34.9 µM | purified Rtt109/Vps75, ThioGlo CoA-SH fluorescence, 4 h | hit rate 0.16% among 330,000 | AID 540336;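 active = inhibition of at least 50% in every replicate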
Target sequence (Q5AAJ8 whole entry, looked up): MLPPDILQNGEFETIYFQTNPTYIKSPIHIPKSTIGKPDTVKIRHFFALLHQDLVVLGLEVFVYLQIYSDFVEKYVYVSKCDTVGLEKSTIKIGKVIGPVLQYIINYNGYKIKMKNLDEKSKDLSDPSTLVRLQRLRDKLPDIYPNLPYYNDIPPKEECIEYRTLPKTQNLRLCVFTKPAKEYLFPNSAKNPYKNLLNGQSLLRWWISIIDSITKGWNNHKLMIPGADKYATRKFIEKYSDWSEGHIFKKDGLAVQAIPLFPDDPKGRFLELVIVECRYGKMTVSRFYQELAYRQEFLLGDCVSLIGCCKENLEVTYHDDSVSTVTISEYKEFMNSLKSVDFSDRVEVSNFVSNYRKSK
PfHsp90 yeast 2: inhibits growth of yeast expressing Plasmodium falciparum Hsp90; hit rate 0.32% among 310,000; inhibition, % at 9.4 µM; S. cerevisiae expressing PfHsp90, BacTiter-Glo ATP, 48 h; yeast lacking PDR1 and PDR3 efflux regulators;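 active = every replicate shows inhibition above about 80%, whatever the replicate mean, limit read from the data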;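 also: 0% = DMSO neutral controls and 100% = 20 µM radicicol positive controls; yeast relying on Plasmodium falciparum Hsp90 in place of its own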
phage Ecoli inh: E. coli growth loss with phage present; hit rate 0.26% among 360,000; inhibition, % at 11.9 µM; growth absorbance; in the data active = inhibition above about 11%
Wnt bcat act: activators of Wnt/beta-catenin signaling | Wnt/beta-catenin reporter cell assay, activator, plate reader | activation, % at 9.35 µM | AID 743398 | hit rate 1.2% among 300,000; in the data active = activation above about 30%, passing the limit was not always enough;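 also: 0% = neutral control wells and 100% = positive control wells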
DAGLB inhibitor: blocks human DAGLB lipase activity; Q8NCG7; hit rate 0.059% among 340,000; inhibition, % at 5.17 µM; HEK293T DAGLB membrane lysate, EnzChek fluorogenic substrate; in the data active = inhibition above about 34%;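 also: 0% = enzyme with vehicle and 100% = wells lacking enzyme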
Target sequence (Q8NCG7 whole entry, looked up): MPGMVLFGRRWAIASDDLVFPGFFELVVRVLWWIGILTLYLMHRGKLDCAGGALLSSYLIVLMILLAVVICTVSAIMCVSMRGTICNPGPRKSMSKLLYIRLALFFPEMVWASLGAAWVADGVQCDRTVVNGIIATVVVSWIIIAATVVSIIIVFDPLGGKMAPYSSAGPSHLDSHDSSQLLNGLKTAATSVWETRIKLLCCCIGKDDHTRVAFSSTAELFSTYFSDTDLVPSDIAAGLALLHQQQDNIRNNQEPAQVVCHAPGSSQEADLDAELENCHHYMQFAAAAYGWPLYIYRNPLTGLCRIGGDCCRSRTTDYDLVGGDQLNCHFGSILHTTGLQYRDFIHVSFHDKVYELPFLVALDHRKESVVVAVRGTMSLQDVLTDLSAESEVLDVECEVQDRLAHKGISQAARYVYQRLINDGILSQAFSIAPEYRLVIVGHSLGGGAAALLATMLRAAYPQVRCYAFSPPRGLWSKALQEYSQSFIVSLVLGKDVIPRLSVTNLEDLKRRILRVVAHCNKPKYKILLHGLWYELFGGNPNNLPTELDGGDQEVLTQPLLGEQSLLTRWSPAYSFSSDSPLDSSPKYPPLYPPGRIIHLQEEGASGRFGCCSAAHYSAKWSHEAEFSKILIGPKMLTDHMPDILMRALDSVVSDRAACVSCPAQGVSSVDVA
An asterisk follows results filed as active; . = not tested or not shown.

SMILES	Tat transport	CAL PDZ inh	Ecoli viability	PvdQ inh	AddAB inh	Rtt109 HAT inh	PfHsp90 yeast 2	phage Ecoli inh	Wnt bcat act	DAGLB inhibitor
COc1ccc(OC)c(C(C(=O)NC2CCCCC2)N(C(=O)c2snc(C(N)=O)c2N)c2ccccc2OC)c1 (configuration not stated)	1	-2.3	1.3	20	1.5	-4	-55	-0.6	-2	1
O=C(Nc1ccc2nn(-c3ccccc3)nc2c1)c1ccc2c(c1)OCCO2	-4	-0.7	-1.3	-5	2.4	-13	-28	-3.0	.	-6
CN(C(=O)c1cccc(C#N)c1)c1nnc(C2CCCO2)s1 (configuration not stated)	2	.	-1.7	-10	1.1	7	-8	1.7	0	-4
COCc1cc(=O)[nH]c(/N=C(\N)Nc2ccccc2C)n1	-3	1.0	3.1	-13	2.1	-11	2	2.5	.	-4
COc1ccc(-c2cc(C(F)(F)F)nc(SCC(=O)NCc3cccs3)n2)cc1OC	-12	-1.8	0.8	-12	1.1	6	-23	-0.1	13	-2
COc1ccccc1N(CC(=O)NCCc1ccccc1)C(=O)CCC(=O)Nc1nccs1	-17	-1.8	-1.1	-6	2.2	-6	-27	-0.3	-1	3
Cc1ccc(NC(=O)CCNC(=O)c2ccccc2)cc1F	-3	-0.5	5.0	-7	2.7	-7	5	2.4	0	1
Cc1ccc(/C=N\n2c(-c3ccccc3)n[nH]c2=S)s1	1	-0.2	-1.2	-14	0.8	-14	-21	1.5	.	-2
COc1cc(C2Nc3ccc4ncccc4c3C3=C2C(=O)CCC3)cc(OC)c1O (configuration not stated)	-8	-0.1	0.2	-10	3.3	7	4	-0.1	.	-1
O=C(Cc1ccccc1)NN1C(=O)C2C(C1=O)C1C=CC2C12CC2 (configuration not stated)	-6	0.2	-1.1	0	3.0	2	-3	-0.1	1	-2
CSC1=C(C#N)C(c2cccc(Br)c2)CC(=O)N1 (configuration not stated)	2	-0.5	-0.5	-6	0.7	-24	-1	2.6	.	-1
Cn1cc(/C=C2\SC(=S)N(NC(=O)c3ccccc3Cl)C2=O)c2ccccc21	-4	1.7	-2.0	5	4.8	-8	-18	2.2	2	-15
CCCn1c2ccccc2c2cnn(CC(=O)NC3CCC(C)CC3)c(=O)c21 (configuration not stated)	-3	0.3	-0.1	0	1.7	-4	4	-0.3	-3	0
Cc1ccc(NC(=S)Nc2c(C)n(C)n(-c3ccccc3)c2=O)cc1	4	-2.8	1.0	-4	0.3	-10	-18	1.4	.	-2
CCC(C)NC(=O)c1ccc2c(c1)S(=O)(=O)c1ccccc1C2=O (configuration not stated)	-4	-2.7	.	-15	.	-10	-29	-3.4	1	-2
COc1ccc(S(=O)(=O)Nc2ccc(Cc3ccncc3)cc2)cc1C	-8	-0.7	0.2	-8	-0.1	11	-5	.	.	1
O=S(=O)(N/N=C/c1ccc(Cl)cc1)c1ccc(Cc2ncc(C(F)(F)F)cc2Cl)s1	0	-2.1	-1.4	7	1.1	2	23	0.9	.	8
CCOCCCNC(=O)C(NC(=O)c1ccccc1O)c1ccc(C)cc1 (configuration not stated)	0	-1.6	1.9	9	4.2	26	-23	4.0	1	0
C/C(=C\C(=O)c1ccccc1)Nc1cccc(O)c1	-3	-2.0	-2.6	-4	3.4	.	18	1.5	18	-1
Cc1c(NC(=O)C(CC(=O)O)NCc2ccco2)c(=O)n(-c2ccccc2)n1C (configuration not stated)	-3	-1.4	.	-8	.	-3	6	1.9	.	2
O=[N+]([O-])c1ccc(C(O)CNC(=S)Nc2ccccc2)cc1 (configuration not stated)	-2	0.0	-2.4	-3	0.0	17	-8	2.7	-1	-1
CCOc1ncccc1C(=O)N1CCN(c2ccc(C(F)(F)F)cn2)CC1	2	3.7	-0.3	-8	0.9	-1	14	0.4	-2	0
COc1ccc(CN2CCN(C(C)C(=O)N(C)Cc3cccc(F)c3)CC2)cc1OC (configuration not stated)	10	-1.3	-1.1	1	-2.2	5	11	-1.6	3	-1
COc1ccc(NC(=O)C2CCCN2C(=O)NC2CCCCC2)c(OC)c1 (configuration not stated)	2	-4.1	0.4	-5	1.3	-13	-4	3.7	-3	1
Cn1nc(C(=O)Oc2cc(=O)n(C)c3ccccc23)c2ccccc2c1=O	-9	1.1	-0.9	-7	-0.6	-6	-13	0.2	-2	2
Cc1cccc(NC(=O)/C(C#N)=C/c2ccc(F)cc2)n1	5	-0.2	-0.5	-8	2.4	-2	12	-1.4	-1	1
CCOC(=O)c1c(C)[nH]c(C)c1S(=O)(=O)N(C)CC(=O)Nc1ccc(C)cn1	-1	0.5	-0.1	-4	4.2	-4	-3	1.9	2	3
CC1CCC2(CC1)NC(=O)N(CC(=O)Nc1cccc(S(=O)(=O)N3CCCC3)c1)C2=O (configuration not stated)	6	-1.2	-1.4	-10	-2.8	-33	25	0.5	-26	0
O=C(CCN1C(=O)C2CC=CCC2C1=O)Nc1nccs1 (configuration not stated)	-8	-2.3	-0.6	7	0.1	-4	0	0.9	2	0
Cc1n[nH]c(C)c1CN(C)C(=O)C1CCC(=O)N(CC2CCCCC2)C1 (configuration not stated)	-4	-0.5	2.1	9	2.6	-2	5	0.4	-3	2
COc1cc(OC)cc(-c2nnc(SCC(=O)N(Cc3ccccc3)C(C)(C)C)o2)c1	2	-1.8	0.9	7	4.7	10	-8	1.2	-9	-10
CCC(Oc1cc(Cl)ccc1Cl)C(=O)N1CCCN(C)CC1 (configuration not stated)	2	-1.6	.	-6	.	-11	3	-1.3	-3	1
CS(=O)(=O)N(CCc1ccccc1)CC(=O)N1CCN(c2ccccc2F)CC1	8	-1.4	-1.6	-5	1.2	3	-2	2.4	.	-4
O=C(COC(=O)CNC(=O)C1CCCCC1)Nc1ccc(Br)cc1Br	0	-1.2	-0.9	-13	-0.3	1	5	2.4	-5	1
COc1ccc(-n2c(COc3ccc(C)cc3)nnc2SCC(=O)O)cc1	-2	-1.3	0.3	-4	3.8	3	6	5.2	-3	0
COc1ccc(CCNC(=O)CN2C(=O)C3(OCCCO3)c3ccccc32)cc1OC	8	-0.7	-2.2	-15	-0.5	-1	17	2.3	.	-5

One compound at a time (already shown). Screens in order: Tat transport, CAL PDZ inh, Ecoli viability, PvdQ inh, AddAB inh, Rtt109 HAT inh, PfHsp90 yeast 2, phage Ecoli inh, Wnt bcat act, DAGLB inhibitor
Cc1n[nH]c(C)c1CN(C)C(=O)C1CCC(=O)N(CC2CCCCC2)C1 (configuration not stated) in the list: -4, -0.5, 2.1, 9, 2.6, -2, 5, 0.4, -3, 2
Cn1nc(C(=O)Oc2cc(=O)n(C)c3ccccc23)c2ccccc2c1=O in the list: -9, 1.1, -0.9, -7, -0.6, -6, -13, 0.2, -2, 2
Cc1cccc(NC(=O)/C(C#N)=C/c2ccc(F)cc2)n1 in the list: 5, -0.2, -0.5, -8, 2.4, -2, 12, -1.4, -1, 1
CC1CCC2(CC1)NC(=O)N(CC(=O)Nc1cccc(S(=O)(=O)N3CCCC3)c1)C2=O (configuration not stated) in the list: 6, -1.2, -1.4, -10, -2.8, -33, 25, 0.5, -26, 0
COc1cc(OC)cc(-c2nnc(SCC(=O)N(Cc3ccccc3)C(C)(C)C)o2)c1 in the list: 2, -1.8, 0.9, 7, 4.7, 10, -8, 1.2, -9, -10

Carrying on.
SMILES	Tat transport	CAL PDZ inh	Ecoli viability	PvdQ inh	AddAB inh	Rtt109 HAT inh	PfHsp90 yeast 2	phage Ecoli inh	Wnt bcat act	DAGLB inhibitor
C/C(=N\NC(=O)Cn1cnc2ccccc21)c1cccs1	-4	-0.7	1.3	-11	7.2	30	-10	4.7	-3	0
Cc1nn(-c2nnc(NC3CCCCC3)nn2)c(C)c1Br	8	1.2	-0.3	-6	1.8	7	-8	2.0	19	17
Cc1ccc(C(C(=O)NC2CCCC2)N2CCCCC2)cc1 (configuration not stated)	-6	-1.1	0.2	-15	0.5	1	-5	-1.0	0	2
CNCC(O)c1ccc(OC(=O)C(C)(C)C)c(OC(=O)C(C)(C)C)c1 (configuration not stated)	4	0.0	0.0	-7	-2.4	10	20	4.4	0	2
CCN1CCN(C(=O)/C=C/c2ccc3c(c2)OCO3)CC1	-7	-0.7	4.8	7	3.4	3	16	5.4	.	0
CCCOc1ccc(NC(=O)CC2C(=O)N(c3ccc(OCC)cc3)C(=S)N2C2CC2)cc1 (configuration not stated)	-1	0.5	1.7	-9	-0.3	-5	-13	-1.4	-2	-4
COCCC(=O)Nc1ccc2c(c1)CN(C(=O)CCSC)CC2	-9	0.1	-0.4	-6	0.7	-2	7	3.5	-1	1
Cc1ccc(C)c(Nc2cc(C)nc3ccccc23)c1	-1	-2.5	-1.4	10	-3.0	23	5	4.7	-1	0
COc1ccc(-c2nc(N=Nc3ccc(O)cc3)n[nH]2)cc1	-1	-1.6	2.1	6	1.0	1	-9	4.2	0	8
C=CCOc1c(Cl)cc(CNn2cn[nH]c2=S)cc1OC	5	23	0.7	-12	0.9	-1	8	2.4	3	3
O=C(NNC(=O)c1ccc(Br)o1)c1csc(N2CCOCC2)n1	-4	-0.4	-0.3	-12	-2.0	2	-1	0.7	16	2
COc1ccc(NC(=O)c2cc(-c3cccs3)on2)c(OC)c1	-4	-2.5	0.6	6	-0.3	6	-31	2.3	-2	3
CC(=O)c1ccc(N2CCN(C(=O)c3ccc(-c4ccccc4)cc3)CC2)cc1	2	0.3	0.2	-7	1.0	-23	2	2.3	-4	3
COc1ccc(Nc2nc(N)c3ccccc3n2)c(OC)c1	-5	-1.4	.	-1	.	5	10	2.0	22	1
NS(=O)(=O)c1ccc(CCNC(=O)CSc2cccs2)cc1	-4	-2.1	-0.7	-3	-0.7	-1	.	-1.1	9	-1
CC1Cc2ccccc2N1C(=S)NC(=O)c1ccco1 (configuration not stated)	-7	-0.9	-3.7	-4	-3.0	-8	3	-0.4	-1	1
Fc1ccc2cc(CCO[C@H]3CCCCO3)ncc2c1	-1	-0.3	1.9	3	0.1	10	-4	-0.6	32*	-1
CC(=O)Nc1cc(-c2ccccc2)ccc1O	0	0.0	1.6	-16	3.9	7	-14	2.6	0	1
COc1ccc(C(=O)NC(=S)N2CCNC(=O)C2)cc1Br	-7	-1.6	-0.5	-8	-0.7	-11	14	4.2	1	1
COc1ccc(N2C(=O)C(CN3CCN(C)CC3)C2c2ccccc2)cc1 (configuration not stated)	3	-0.8	-0.3	1	-0.1	5	17	3.6	1	2
CCOc1ccc(N2CC(C(=O)Nc3ccccc3F)CC2=O)cc1 (configuration not stated)	1	-2.5	0.6	-2	-1.4	-7	.	1.6	-3	0
Cc1ccc(C)c(NC2=NCC(=O)N2C2CCCCC2)c1	-1	-2.6	-0.2	-3	2.3	.	8	2.1	-1	-2
COc1ccc(CN(C(=O)CSc2nnc(-c3ccccc3F)o2)c2ccc(F)cc2)cc1	-1	-1.5	-1.4	-9	-2.9	1	10	.	.	-12
Cc1ccc(NC(=O)c2ccc(NC(=O)c3ccccc3)cc2)cc1C	-8	-1.3	-0.2	-13	2.8	-6	18	1.7	1	-3
Oc1ccc(-c2csc(Nc3cccnc3)n2)cc1	3	0.3	-0.2	8	2.0	5	.	0.0	.	0
N#Cc1c(C(F)(F)F)cc(C2CC2)nc1N1CCCC1	6	-1.3	0.0	-12	1.4	5	.	1.6	.	-9
Cc1cc(C)cc(CC2CC(=O)N(c3cc(C)ccc3C)C2=O)c1 (configuration not stated)	0	0.1	.	-14	.	-2	0	3.2	0	-2
COc1ccc2[nH]cc(CCNC(=S)NC3CCCC3)c2c1	-1	-4.4	1.4	0	3.7	2	-6	-0.3	-5	0
Cc1cc(C)n(C(=O)CN2C(=O)COc3ccccc32)n1	-4	.	-1.8	-5	-3.1	10	.	3.7	.	0
COc1ccc2c(C)cc(SCC(=O)c3ccc4c(c3)OCO4)nc2c1	-8	-3.1	0.2	-1	1.8	1	.	3.1	.	-15

Screening data deposited in PubChem by several laboratories.
